CD40 NFkB inh – CD40 pathway inhibition in BL2 cells; 83,000 tested, 0.94% active; BL2 NF-kB luciferase reporter, CD40L-induced, 4 h; inhibition, % at 10 µM;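 active = mean inhibition of at least 50% with a set share of replicates also reaching that level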;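 note: 0% = neutral control wells and 100% = IKK inhibitor VII at 50 µM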
Numbers without * were called inactive; [ ] = remark or other dose. Some of the compounds tested. The share of hits here may be higher or lower than overall.

Cc1ccc2[nH]c(=O)c(Cc3ccccc3)c(O)c2c1 was read as CD40 NFkB inh -6.5.
O=C1CSC(=S)N1N=Cc1ccc2c(c1)OCO2 was read as CD40 NFkB inh 5.6.
CCOC(=O)c1c(NC(=O)COC(=O)C2CCC2)sc(C(=O)N(C)C)c1C was read as CD40 NFkB inh -7.9.
For CC(C)OC(=O)C(CC(=O)O)NCc1ccccc1 (stereo not given) the results were CD40 NFkB inh 10.1.
COc1ccc(N2C(=O)NC(NC(=O)c3cccnc3)(C(F)(F)F)C2=O)cc1 (stereo not given) was read as CD40 NFkB inh 0.0.
CCCCNC1=NCCS1 was read as CD40 NFkB inh 7.8.
`COc1cccc(NC(=O)CC2C(=O)NC3CCCCC3N2C(=O)c2ccccc2)c1` (stereo not given) gave CD40 NFkB inh 3.3.
For COc1cccc(NC(=O)N(C)C[C@@H]2OCc3ccccc3-c3c(n(C)c4ccccc34)C(=O)N([C@H](C)CO)C[C@H]2C)c1 the results were CD40 NFkB inh -2.3.
CC(CNS(=O)(=O)c1cc(Cl)ccc1Cl)CN(C)C (stereo not given) was read as CD40 NFkB inh 26.2.
For CN(c1ccccc1)S(=O)(=O)c1cccc(NC(=O)CCNC(=O)c2ccco2)c1 the results were CD40 NFkB inh 5.1.
For O=C(Nc1cc(Cl)ccc1-n1cncn1)c1ccccc1OC(F)F the results were CD40 NFkB inh 4.2.
N#Cc1cccc(-c2ccc([C@H]3[C@H](CO)N4CCCCN(S(=O)(=O)c5ccccc5)C[C@@H]34)cc2)c1 was read as CD40 NFkB inh 10.3[25 µM].
For C[C@H](CO)N1C[C@H](C)[C@H](CN(C)Cc2ccc(F)cc2)OCc2ccccc2-c2ccccc2C1=O the results were CD40 NFkB inh -5.7.
`CC(=O)N(C(C)=O)c1ccc(Oc2ccc(Oc3ccc(N(C(C)=O)C(C)=O)cc3)cc2)cc1` gave CD40 NFkB inh 9.0.
COc1cccc(CNC(=O)[C@H]2[C@H](CO)[C@H]3Cn4c(ccc(C5=CCCC5)c4=O)[C@@H]2N3)c1 was read as CD40 NFkB inh -3.8[25 µM].
CC1CCCN(C(=O)c2cc(S(=O)(=O)N3CCCCC3)c[nH]2)C1 (stereo not given) was read as CD40 NFkB inh 2.5.
`FC(F)(F)C1=Nc2cccc3cccc(c23)N1` gave CD40 NFkB inh 3.5.
O=C(O)C[C@H]1CC[C@@H]2[C@H](COC[C@@H](O)CN2S(=O)(=O)c2ccc(Oc3ccccc3)cc2)O1 was read as CD40 NFkB inh 7.5[25 µM].
CCN(C(=O)CSc1nc(C)nc2sc3c(c12)CCC3)C1CCS(=O)(=O)C1 (stereo not given) was read as CD40 NFkB inh 8.4.
Screening Cc1cc(NC(=O)/C(C#N)=C\c2ccc(-c3ccc(SC(F)F)cc3)o2)n(-c2ccccc2)n1 returned CD40 NFkB inh -8.2.
For COc1ccc(OCCOC(=O)c2nc3nccc(C)n3n2)cc1 the results were CD40 NFkB inh 6.4.
`O=C(CSc1ccccc1F)NCCN1C(=O)CSC1=O` gave CD40 NFkB inh -3.6.
Screening Cc1cccc(C)c1NS(=O)(=O)c1cc2c3c(c1)CCN3C(=O)CC2 returned CD40 NFkB inh -5.9.
`CCOC(=O)Nc1sc(C(=O)N(CC)CC)c(C)c1C(=O)OCC` gave CD40 NFkB inh 3.0.
For CCC(=O)OCC(=O)Nc1cc(S(=O)(=O)N(C)C)ccc1Cl the results were CD40 NFkB inh 6.3.
COC(=O)Cc1cc(=O)n2[nH]c(C(F)(F)F)nc2n1 was read as CD40 NFkB inh 3.9.
O=C(c1ccccc1)c1ccc(Oc2ccc([N+](=O)[O-])cc2[N+](=O)[O-])cc1 was read as CD40 NFkB inh -14.6.
`CCOc1cc(-c2nc(C)c(C(C)=O)n2O)ccc1OCC(=O)Nc1ccc(F)cc1` gave CD40 NFkB inh 4.0.
Screening O=C(c1cc2n(n1)C(C(F)(F)F)CC(c1ccco1)N2)N1CCc2ccccc2C1 (stereo not given) returned CD40 NFkB inh 20.6.
`Cc1nn(C)c(C)c1NC(=O)COc1ccccc1C#N` gave CD40 NFkB inh 14.2.
For CCCCC(CC)C(=O)Nc1cccc(SC)c1 (stereo not given) the results were CD40 NFkB inh -0.3.
Screening CC(Nc1cc(N2CCN(S(=O)(=O)N(C)C)CC2)ccc1[N+](=O)[O-])c1ccccc1 (stereo not given) returned CD40 NFkB inh 6.2.
`CSCCC(NC(N)=O)C(=O)NCc1ccccc1Cl` (stereo not given) gave CD40 NFkB inh 24.6.
CN1CCN(C(=O)c2ccc(CSc3ccc(Cl)cc3)cc2)CC1 was read as CD40 NFkB inh -7.8.
For CCOC(=O)N(C)C[C@@H]1OCc2cnnn2CCCC(=O)N([C@@H](C)CO)C[C@H]1C the results were CD40 NFkB inh -8.0.
`CC(C)OCCCNC(=O)C(C)Oc1ccccc1` (stereo not given) gave CD40 NFkB inh 5.1.
`Cc1ccc(-n2c(N)c(C#N)c(-c3ccccc3)c(C#N)c2=O)cc1` gave CD40 NFkB inh 2.3.
`CN1C[C@@H]2[C@H](c3ccccc31)[C@@H](CO)N2Cc1ccccc1` gave CD40 NFkB inh 5.5[25 µM].
CCCc1c(-c2ccc(O)cc2)nn(-c2ccc(O)cc2)c1-c1ccc(O)cc1 was read as CD40 NFkB inh -33.3[25 µM].
Screening O=C(CC(F)(F)F)N1C[C@H]2[C@@H](c3ccccc31)[C@H](CO)N2C(=O)c1ccncc1 returned CD40 NFkB inh -14.5[25 µM].
For O=C(Nc1ccc(Oc2cccnc2)cc1)c1ccc([N+](=O)[O-])cc1 the results were CD40 NFkB inh -5.6.
`CCOC(=O)C1(Cc2ccccc2C)CCCN(C(=O)c2ccc3nccnc3c2)C1` (stereo not given) gave CD40 NFkB inh -42.8.
Screening CCCNC(=O)N1CC2(CCN(CC3CCCC3)CC2)c2c(n(C)c3cc(OC)ccc23)[C@H]1CO returned CD40 NFkB inh 4.7.
Screening COCCNC(=O)C(C)Oc1ccc(Cl)cc1Cl (stereo not given) returned CD40 NFkB inh 1.5.
For Cc1cc(Cn2nnnc2-c2ccncc2)cc(C)c1O the results were CD40 NFkB inh -12.6.
`Cc1ccc(NC(=O)C(C)N2C(=O)c3ccccc3C2=O)cc1S(=O)(=O)N1CCOCC1` (stereo not given) gave CD40 NFkB inh 9.4.
`Cc1ccc(NC(=O)CN(C)C(=O)c2ccc(NS(=O)(=O)c3cccc([N+](=O)[O-])c3)cc2)cc1` gave CD40 NFkB inh -10.1.
`O=C(OCCCN=C1NS(=O)(=O)c2ccccc21)c1cccs1` gave CD40 NFkB inh 3.8.

For reference, part of the list above:
For Cc1cc(Cn2nnnc2-c2ccncc2)cc(C)c1O the results were CD40 NFkB inh -12.6.
`Cc1ccc(NC(=O)C(C)N2C(=O)c3ccccc3C2=O)cc1S(=O)(=O)N1CCOCC1` (stereo not given) gave CD40 NFkB inh 9.4.
`Cc1ccc(NC(=O)CN(C)C(=O)c2ccc(NS(=O)(=O)c3cccc([N+](=O)[O-])c3)cc2)cc1` gave CD40 NFkB inh -10.1.
`O=C(OCCCN=C1NS(=O)(=O)c2ccccc21)c1cccs1` gave CD40 NFkB inh 3.8.

Following part:
Screening CC(C)(C)N(Cc1ccccc1)C(=O)COC(=O)CCN1C(=O)C2CC=CCC2C1=O (stereo not given) returned CD40 NFkB inh 1.0.
Screening CCOC(=O)Cc1cc(OC)c(OC)cc1Cc1cc(OC)c(OC)cc1CC(=O)OCC returned CD40 NFkB inh 5.0.
`CS(=O)(=O)N1[C@@H](C#N)[C@H](c2ccc(C#Cc3cccc(F)c3)cc2)[C@@H]1CO` gave CD40 NFkB inh -23.7[25 µM].
`O=C1CN(C(=O)/C=C/c2ccco2)c2ccccc2N1` gave CD40 NFkB inh -6.3.
Screening CC(NC(=O)CN(C)CC(=O)Nc1cccc(F)c1)c1ccccc1 (stereo not given) returned CD40 NFkB inh 4.1.
C/C=C/c1ccc2c(c1)O[C@@H](CN(C)C(=O)Nc1ccc(OC)cc1)[C@H](C)CN([C@@H](C)CO)S2(=O)=O was read as CD40 NFkB inh -8.6[25 µM].
`O=C(O)[C@@H]1[C@@H](CO)[C@@H]2Cn3c(ccc(-c4cncnc4)c3=O)[C@@H]2N1C(=O)C1CCCCC1` gave CD40 NFkB inh 2.0.
For COc1ccccc1-c1ccc([C@H]2[C@@H](CO)N(C(=O)c3cccc(F)c3)[C@H]2C#N)cc1 the results were CD40 NFkB inh 2.7.
Screening CC(C)n1ncc2c(C(=O)N3CCN(S(=O)(=O)c4cccc(F)c4)CC3)cc(C3CC3)nc21 returned CD40 NFkB inh 2.7.
C/C=C/c1ccc2c(c1)O[C@H](CN(C)C(=O)Nc1cccc(F)c1)[C@H](C)CN([C@H](C)CO)S2(=O)=O was read as CD40 NFkB inh -3.3[25 µM].
Screening Clc1ccccc1OCc1nn[nH]n1 returned CD40 NFkB inh 12.6.
`CO[C@@H]1CN(C)C(=O)c2ccc(NC(=O)C3CC3)cc2OC[C@H](C)N(Cc2cccnc2)C[C@H]1C` gave CD40 NFkB inh 3.1.
Screening CCCCN1CCC(COC(=O)c2cc(Cl)c(N)c3c2OCCO3)CC1 returned CD40 NFkB inh 11.8.
COc1ccc(S(=O)(=O)N2CCCCCC2)cc1C(=O)N(C)Cc1c(F)cccc1Cl was read as CD40 NFkB inh 5.1.
`CCOCC(=O)Nc1ccc(F)c(F)c1` gave CD40 NFkB inh 3.5.
COc1ccc(CSc2nnnn2C)cc1F was read as CD40 NFkB inh -13.4.
`C[C@@H]1CN([C@@H](C)CO)C(=O)c2c(c3ccccc3n2C)-c2ccccc2CO[C@@H]1CN(C)C(=O)Nc1cccc(C(F)(F)F)c1` gave CD40 NFkB inh 23.6[25 µM].
Screening C/C=C/c1ccc([C@H]2[C@@H](CO)N(C(C)=O)[C@@H]2CN(CC)C(=O)CN(C)C)cc1 returned CD40 NFkB inh -2.2[25 µM].
Screening O=C(C1CCCC1)N1C[C@H]2[C@@H](c3ccccc31)[C@@H](CO)N2C(=O)Nc1cccc(F)c1 returned CD40 NFkB inh 5.9.
`O=C(C[C@H]1C[C@H]2c3cc(NC(=O)NC4CCCC4)ccc3O[C@H]2[C@@H](CO)O1)NCc1ccccn1` gave CD40 NFkB inh -2.6.
For Cc1onc(-c2ccccc2Cl)c1C(=O)OCc1cnc(Cl)s1 the results were CD40 NFkB inh 15.6.
`CN1CCN(C(CNS(=O)(=O)c2ccc([N+](=O)[O-])cc2)c2ccc(F)cc2)CC1` (stereo not given) gave CD40 NFkB inh -9.2.
Screening Cc1ccc(S(=O)(=O)N2CCOCC2)cc1C(=O)Nc1ccccc1N1CCCC1 returned CD40 NFkB inh 2.9.
O=C(NCc1ccco1)c1nc2c(nnn2Cc2cccc(Cl)c2)c(=O)[nH]1 was read as CD40 NFkB inh 13.5.
CC(=O)N1CCCCN2[C@H](CO)[C@@H](c3ccc(Br)cc3)[C@@H]2C1 was read as CD40 NFkB inh -2.2[25 µM].
O=C(OCC(=O)N(CCc1ccccc1)Cc1ccccc1)c1ccccc1O was read as CD40 NFkB inh 5.3.
Screening CN(C)CCNC(=O)c1cccc(S(=O)(=O)Nc2ccccc2F)c1 returned CD40 NFkB inh 1.2.
Screening CCCOC(=O)c1c(NC(=O)/C=C/c2cnn(C)c2C)sc(C(=O)OCC)c1C returned CD40 NFkB inh -4.0.
O=C(c1cccc([N+](=O)[O-])c1)N1CCN(C/C=C/c2ccccc2)CC1 was read as CD40 NFkB inh -8.7.
`c1ccc(OCCCc2nc(-c3cccnc3)no2)cc1` gave CD40 NFkB inh 4.7.
Screening O=C(C1CCCC1)N1C[C@@H]2[C@H](c3ccccc31)[C@@H](CO)N2C(=O)c1ccccc1F returned CD40 NFkB inh -3.3.
Screening O=c1[nH]c(N2CCCCC2)nc2ncn(Cc3ccccc3)c12 returned CD40 NFkB inh 6.8.
`O=C(Oc1cccc(F)c1)c1ccc2c(=O)n3c(nc2c1)CCC3` gave CD40 NFkB inh -36.6.
`Cc1c[nH]c2cccc(OCC(O)CNC(C)(C)C)c12` (stereo not given) gave CD40 NFkB inh 4.9.
`CN1C(=O)c2cc(NC(=O)C3CCOCC3)ccc2OC[C@H]2O[C@H](CC(=O)NCC3CC3)CC[C@@H]21` gave CD40 NFkB inh 5.6.
Screening N#Cc1ccccc1OCC(=O)N1N=C(c2cccs2)CC1c1ccco1 (stereo not given) returned CD40 NFkB inh -41.4.

Next section (6 carried over from the part before).
Screening O=C(C1CCCC1)N1C[C@@H]2[C@H](c3ccccc31)[C@@H](CO)N2C(=O)c1ccccc1F returned CD40 NFkB inh -3.3.
Screening O=c1[nH]c(N2CCCCC2)nc2ncn(Cc3ccccc3)c12 returned CD40 NFkB inh 6.8.
`O=C(Oc1cccc(F)c1)c1ccc2c(=O)n3c(nc2c1)CCC3` gave CD40 NFkB inh -36.6.
`Cc1c[nH]c2cccc(OCC(O)CNC(C)(C)C)c12` (stereo not given) gave CD40 NFkB inh 4.9.
`CN1C(=O)c2cc(NC(=O)C3CCOCC3)ccc2OC[C@H]2O[C@H](CC(=O)NCC3CC3)CC[C@@H]21` gave CD40 NFkB inh 5.6.
Screening N#Cc1ccccc1OCC(=O)N1N=C(c2cccs2)CC1c1ccco1 (stereo not given) returned CD40 NFkB inh -41.4.
`O=C(CSc1nnnn1-c1ccc(Cl)cc1)N1CCNC1=O` gave CD40 NFkB inh -13.0.
`CCn1c(=O)c2cc(S(=O)(=O)NC3CCCCC3)ccc2n(CC)c1=O` gave CD40 NFkB inh 9.6.
COc1cc(C(=O)N/C(=C\c2cn(S(=O)(=O)N(C)C)c3ccccc23)C(=O)NCCCO)cc(OC)c1OC was read as CD40 NFkB inh 2.7.
For Nc1ccc2ccc(O)cc2c1 the results were CD40 NFkB inh -27.1.
Screening O=S(=O)(c1ccccc1F)N1C[C@@H]2N[C@H](C1)C2c1ccc(-c2ccncc2)cc1 (stereo not given in full) returned CD40 NFkB inh -6.6.
For C=CCN(CC=C)C(=S)Nc1cc(Cl)ccc1OC the results were CD40 NFkB inh 7.8.
`CN(CCCC1CCCC1)C(=O)c1cc(COc2ccc(F)cc2F)on1` gave CD40 NFkB inh -62.0.
`CCNC(=O)C1CCCN(C(=O)c2cccc(C(F)(F)F)c2)CC1` (stereo not given) gave CD40 NFkB inh 9.5.
O=C(C1CCCCC1)N1CC2(C1)[C@@H](c1ccccc1)[C@H](CO)N2C(=O)c1cccnc1 was read as CD40 NFkB inh -6.2[25 µM].
Screening O=C(Cc1ccc2c(c1)OCO2)NN=Cc1ccc([N+](=O)[O-])o1 returned CD40 NFkB inh 95.2*.

Compound activity (PubChem)
